mHtt clearance = mutant huntingtin protein clearance. HeLa Exon1htt(103Q)mCFP, aggregate imaging; zero = plate's median compound well. inhibition, % at 1.5 µM. 0.42% of 47,000 active. AID 853;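 active = inhibition of aggregate fluorescence above about 70%, also judged a hit by eye on the cell image, limit read from the data, passing the limit was not always enough; inconclusive = no rule stated for this call; inactive = not judged a hit on image review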;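 note: cells exposed to compound for three days before fixation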
mHtt clearance grain fraction = recorded beside mHtt clearance, whose call it bears; fraction fluorescence in grains; measured here: aggregate grain fluorescence fraction; hits give low values;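 scaled fraction of total cell fluorescence in grains with unit not stated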
Starred values were filed as active, the others as inactive; ? = inconclusive; / = not tested or not shown. These rows are one share of the data, so the mix of outcomes need not match the whole.

SMILES	mHtt clearance	mHtt clearance grain fraction
COc1cc2c(cc1OC)CN(C(=O)c1cc(S(=O)(=O)N3CCOCC3)ccc1Cl)CC2	-10	37
CCOC(=O)c1ccc(NCc2ccc(N(C)C)cc2)cc1	47	19
CC(=O)/C(C(=N)N1CCN(C(c2ccccc2)c2ccccc2)CC1)=C(\C)O	27	15
CN(CC(CC(=O)Nc1nncs1)c1ccccc1)S(=O)(=O)c1ccccc1 (stereo unspecified)	-143	114
Cc1ccc(-c2c(C)sc(NC(=O)C3C4CCC(O4)C3C(=O)O)c2C(=O)OC(C)C)cc1 (stereo unspecified)	3	30
Cc1cc2ccccc2c(=O)n1CC(=O)Nc1ccc2c(c1)OCCO2	48	8.8
CN(C(=O)C12CC3CC(CC(C3)C1)C2)C1CCS(=O)(=O)C1 (stereo unspecified)	-25	44
COc1ccc2cc(CN(CC3COCCO3)S(=O)(=O)c3ccccc3)c(=O)[nH]c2c1 (stereo unspecified)	-10	38
O=C(Nc1nnc(SCc2ccccc2)s1)c1ccco1	33	28
Cc1ccc(NC(=O)CCC(=O)OCCCC(F)(F)C(F)(F)F)cc1	-28	26
COc1cc(/C=C2\S/C(=N/S(=O)(=O)c3ccccc3)NC2=O)c([N+](=O)[O-])cc1OC	5	19
CCn1c(Cc2ccccc2)nnc1SCC(=O)N1CCCCC1	-51	28

Laid out differently: results already given.
mHtt clearance | mHtt clearance grain fraction | Molecule
3 | 30 | Cc1ccc(-c2c(C)sc(NC(=O)C3C4CCC(O4)C3C(=O)O)c2C(=O)OC(C)C)cc1 (stereo unspecified)
48 | 8.8 | Cc1cc2ccccc2c(=O)n1CC(=O)Nc1ccc2c(c1)OCCO2
-25 | 44 | CN(C(=O)C12CC3CC(CC(C3)C1)C2)C1CCS(=O)(=O)C1 (stereo unspecified)
-10 | 38 | COc1ccc2cc(CN(CC3COCCO3)S(=O)(=O)c3ccccc3)c(=O)[nH]c2c1 (stereo unspecified)
33 | 28 | O=C(Nc1nnc(SCc2ccccc2)s1)c1ccco1
-28 | 26 | Cc1ccc(NC(=O)CCC(=O)OCCCC(F)(F)C(F)(F)F)cc1

The listing continues:
SMILES	mHtt clearance	mHtt clearance grain fraction
C#CCSc1nnc(-c2ccc(OC)cc2)o1	8	35
Cc1cc(-c2csc(NC(=O)c3cc4ccccc4o3)n2)c(C)n1C	-37	29
Cc1ccc(NC(=O)c2cccc3c2C(=O)N(C2CCCCC2)C3)cc1	-81	56
COc1ccc(OC)c(S(=O)(=O)n2cnc3cc(C)c(C)cc32)c1	-2	21
CCOC(=O)N1CCN(C(=O)Cn2c(C)cc3ccccc3c2=O)CC1	22	14
O=C(NCc1ccc(F)cc1)c1cnn2ccccc12	75*	11*
Cc1ccc2cc(CCNC(=O)c3ccc4c(c3)OCO4)c(=O)[nH]c2c1	-20	49
Cc1cc(=O)n(CCc2ccccc2)c(O)c1C#N	11	16
CC1=CC(=C2N=C(c3ccccc3)OC2=O)C=C(C)O1	-2	29
Cc1cc(C)nc(NS(=O)(=O)c2ccc(NC(=O)Cn3c(=O)oc4ccccc43)cc2)n1	-6	48
COc1ccc(Nc2nc(N)nc(CN3CCN(c4ccccn4)CC3)n2)cc1	58	16
CC(=O)c1c(N2CCCCC2)nc(=S)n(-c2ccccc2)c1C	19	14
COc1ccc(NC(=O)CC2SC(=NCc3ccccc3OC)NC2=O)cc1 (stereo unspecified)	30	14
O=C(NC1CC1)C1CCN(c2ccc(S(=O)(=O)N3CCOCC3)cc2)CC1	65	6.9
CCOc1ccc2[nH]c(C)c(CN3CCOCC3)c(=O)c2c1	-63	64
CCC(CC)COC(=O)C(C#N)c1nc2ccccc2nc1N1CCN(CC)CC1 (stereo unspecified)	38	12
CSc1ccn(CCC(=O)O)c(=O)n1	66	7.1
O=C(NC1CCCCC1)c1ccccc1NC(=O)C1CC(=O)N(c2ccccc2)C1 (stereo unspecified)	-28	24
Cc1cc(C)cc(COn2ccnc2)c1	-45	34
CCOC(=O)c1oc2cccc(O)c2c1CN(Cc1ccccc1)C(C)=O	-21	41
CCOC(=O)C1CCCN(CCC(=O)Nc2cccc(F)c2)C1 (stereo unspecified)	-12	23
CCC1Oc2ccccc2N(Cc2ccccc2C)C1=O (stereo unspecified)	40	12
CN(C)CCCC1(O)c2ccccc2C=Cc2ccccc21	7	19
O=[N+]([O-])c1ccc(N2CCN(c3ccc(Cl)nn3)CC2)cc1NC1CC1	-85	36
COc1ccccc1S(=O)(=O)Cc1ccc(C(=O)N2CCOCC2)o1	34	21
O=S(=O)(c1cc(-c2nnc(-c3ccc(Br)cc3)o2)ccc1Br)N1CCCCCC1	-25	23
COc1ccc(-c2cc(C(=O)NCCCn3ccnc3)no2)cc1OC	-2	19
Cc1nn(C)c(C)c1S(=O)(=O)N1CCCC(C(=O)N2CCN(c3ccccc3)CC2)C1 (stereo unspecified)	58	17
CN1CCN(C(=O)c2cnn3c(C(F)F)cc(C4CC4)nc23)CC1	-64	31
O=C(O)CCC(=O)Nc1ccc(N2CCCCC2)c(C(=O)O)c1	-1	20
Cc1ccc(C2=NN(C)c3nc4ccccc4n3C2)cc1	-39	31
COc1ccc(C(=O)/C=C/Nc2cccc(C)n2)cc1OC	-14	22
COc1ccccc1OCCCn1c(C)c(C#N)c2ccccc21	-29	52
CCN1CCN(CCCNC(=O)c2cn(CCOC)c(=O)c3c2c2ccccc2n3C)CC1	28	14
COc1ccc(OC)c(NC(=O)CCC(=O)Nc2nnc(C(F)(F)F)s2)c1	-18	41
CC(NC(=O)COc1ccc(Br)cc1)C(=O)O (stereo unspecified)	-42	25

Five of the compounds above, with the structure last.
| mHtt clearance | mHtt clearance grain fraction | Molecule |
| --- | --- | --- |
| 28 | 14 | CCN1CCN(CCCNC(=O)c2cn(CCOC)c(=O)c3c2c2ccccc2n3C)CC1 |
| -29 | 52 | COc1ccccc1OCCCn1c(C)c(C#N)c2ccccc21 |
| -18 | 41 | COc1ccc(OC)c(NC(=O)CCC(=O)Nc2nnc(C(F)(F)F)s2)c1 |
| -64 | 31 | CN1CCN(C(=O)c2cnn3c(C(F)F)cc(C4CC4)nc23)CC1 |
| 34 | 21 | COc1ccccc1S(=O)(=O)Cc1ccc(C(=O)N2CCOCC2)o1 |

New compounds follow:
SMILES	mHtt clearance	mHtt clearance grain fraction
COc1ccccc1CC(=O)NC1CC(C)(C)NC(C)(C)C1	-44	58
CCc1ccccc1NC(=O)c1nnn(CC(=O)Nc2ccccc2C)c1N	-10	40
CC(=O)Nc1nonc1-c1nc2ccccc2n1N(C(C)=O)C(C)=O	-43	29
Cc1ccc(OCC(O)CN2CCN(c3ccccc3)CC2)cc1 (stereo unspecified)	?	/
CCOc1ccc(CN(C(=O)c2ccco2)C2CCS(=O)(=O)C2)cc1 (stereo unspecified)	-25	25
COc1ccc2[nH]c(=O)c(CN(C(=O)c3ccncc3)C(C)C)cc2c1	27	14
CCCCc1c(C)c2ccc(OC)c(/C(C)=N\O)c2oc1=O	-28	48
CCCn1c(SCC(=O)Nc2cccc(C)n2)nnc1-c1ccco1	42	12
O=C(c1ccccc1)c1nc[nH]c1C(=O)Nc1ccccn1	-53	32
O=C(Nc1cccc2cccc(NC(=O)c3ccco3)c12)c1ccco1	31	12
COCC(C)NCc1cccc(C)c1 (stereo unspecified)	44	24
O=C(CSc1nnc(-c2ccccc2F)o1)OCc1ccccc1	?	/
COC(=O)c1ccc(NC(=O)CSc2nc(C)cc(=O)[nH]2)cc1	-176	58
CCN1CCN(c2ncnc3c2cnn3-c2ccccc2)CC1	2	47
Cc1ccc(N2C(=O)c3ccccc3C2Nc2ccccc2)nc1 (stereo unspecified)	-30	68
CC1CC(C)CN(c2nc3c(c(=O)n(C)c(=O)n3C)n2CCSc2ncccn2)C1 (stereo unspecified)	-124	108
O=C(CSc1nnc(-c2ccc(F)cc2)o1)c1ccc2c(c1)OCCO2	-30	27
COc1ccccc1-c1c(C)nn2c(N3CCN(Cc4ccccc4)CC3)cc(C)nc12	46	24
O=C(NCc1ccco1)C(c1ccccc1)N(Cc1ccccc1)C(=O)Cn1nnc2ccccc21 (stereo unspecified)	29	13
C=CCOC(=O)C1=C(C)NC(SCC(=O)Nc2ccc(C)c(Cl)c2)=C(C#N)C1c1ccco1 (stereo unspecified)	51	17
O=C(NCc1ccc2c(c1)OCO2)C1COc2ccccc2O1 (stereo unspecified)	-22	24
COCCNC(=O)C(c1ccc(F)cc1)N(Cc1ccco1)C(=O)CCC(=O)Nc1nccs1 (stereo unspecified)	-21	40
O=C(OCC#CCSc1nc2ccccc2o1)c1ccco1	5	18
Cc1ccc(-n2ncc(C#N)c2/N=C/N2CCOCC2)cc1	-11	22
O=C(COc1ccccc1Br)c1ccc(O)cc1O	43	19
COc1ccccc1C(=O)NC(C)C(c1cccs1)N1CCOCC1 (stereo unspecified)	17	16
Cc1nc(CSc2ccc(Cl)cc2)cc(NCc2ccccc2)n1	4	19
CC1=C(C(=O)OC(C)C)C(c2ccncc2)n2ncnc2N1 (stereo unspecified)	59	7.5
COCc1nnc(NS(=O)(=O)c2ccc(C)cc2)s1	52	7.8
CCOC(=O)c1ccc(N2C(=O)CC(N3CCC(O)(c4ccc(Cl)cc4)CC3)C2=O)cc1 (stereo unspecified)	33	13
CCCCC(=O)Nc1cc(NC(=O)CCCC)cc(C(=O)O)c1	8	18
CCn1c(SCC(=O)N2CCC(C(N)=O)(N3CCCCC3)CC2)nc2ccccc2c1=O	-61	32
CCc1nnc(NC(=O)CSc2nnc3scc(-c4ccc(C)cc4)n23)s1	-10	20
CCOC(=O)Cc1cc(=O)n2[nH]c(C)c(C#N)c2n1	22	24
O=C(CSc1nnc(Cc2cccs2)n1Cc1ccco1)Nc1cc(Cl)cc(Cl)c1	45	22
Cn1cnnc1SCCC(=O)Nc1ccccc1	56	8.8

A draw from above in order of molar mass, largest number first:
SMILES	mHtt clearance	mHtt clearance grain fraction
CCOC(=O)c1ccc(N2C(=O)CC(N3CCC(O)(c4ccc(Cl)cc4)CC3)C2=O)cc1 (stereo unspecified)	33	13
CCCCC(=O)Nc1cc(NC(=O)CCCC)cc(C(=O)O)c1	8	18
CCOC(=O)Cc1cc(=O)n2[nH]c(C)c(C#N)c2n1	22	24

Further structures follow:
SMILES	mHtt clearance	mHtt clearance grain fraction
CCOC(=O)CCCCC(=O)c1[nH]c(=O)[nH]c1CSc1nc2ccccc2[nH]1	-58	30
O=C(NCc1ccncc1)c1cnccn1	-48	32
CC(=O)NC1C(=O)Nc2c1cccc2C(F)(F)F (stereo unspecified)	37	12
Cc1ccc(Cn2c(-n3nc(C)cc3C)nc3c2c(=O)[nH]c(=O)n3C)cc1	45	20
CCCOc1ccc(N2C(=O)C3ON(c4ccccc4)C(CCC)C3C2=O)cc1 (stereo unspecified)	7	22
CCCn1c(C)cc(=O)c2cc(NC(=O)c3ccccn3)ccc21	23	28
CCN(CC)c1nc(C#N)cc(-c2ccc(OC)cc2)n1	11	19
CC1CCCCN1C(=O)CSc1nnc(CSc2ncccn2)n1C (stereo unspecified)	8	36
O=C(Nc1sc2c(c1-c1nc3ccccc3[nH]1)CCCC2)C1CC1	27	31
CCOC(=O)C1CCN(c2c(NCc3ccc(C(=O)NC4CCCC4)cc3)c(=O)c2=O)CC1	?	/
COc1ccccc1NC(=O)c1cc2ccccc2o1	8	17
CC(=O)c1nc2ccccc2n1S(=O)(=O)c1ccc(C)cc1	-11	37
CC(=O)N1CCc2cc(Br)cc(S(=O)(=O)N3CCN(c4ccccn4)CC3)c21	27	12
COc1cc(OC)cc(C(=O)Nc2cc(NC(=O)c3ccco3)ccc2OC)c1	-4	46
O=C(c1ccccc1)N1CCN(C2CCCCCC2)CC1	24	16
Cc1ccc(-c2nn3c(-c4ccco4)nnc3c3ccccc23)cc1S(=O)(=O)NCC1CCCO1 (stereo unspecified)	43	9.9
Cn1c(-c2ccc(Br)o2)nc2cc(Br)ccc21	-2	21
COC(=O)C1=C(Nc2ccc(C)cc2)C=C(C)C(C(=O)OC)C1c1ccc(OC)cc1 (stereo unspecified)	-62	29
COc1cc(C(=O)OCC(=O)c2cc(C)n(C)c2C)cc(OC)c1OC	0	18
O=C(O)C1CCN(C(=O)c2ccccc2Cl)CC1	-34	26
O=C(c1cc(-c2ccc(Cl)cc2Cl)on1)N1CCN(C(=O)c2ccco2)CC1	-14	50
O=C(NCc1ccccc1)c1c[nH]c2cc3c(cc2c1=O)OCCO3	13	17
Cc1cc(C)cc(OCC(=O)Nc2ccccc2C(=O)NCc2ccco2)c1	6	15
Cc1[nH]c2ccc(-c3nnc(SCC(=O)NCc4ccco4)n3Cc3ccccc3)cc2c1C	-14	43
CN(C)c1nc(NCc2ccccc2)nc(Oc2ccc(=O)[nH]n2)n1	-73	36
O=C(NCC1CCCO1)c1cc(-c2ccncc2)nc2ccc(S(=O)(=O)N3CCOCC3)cc12 (stereo unspecified)	11	17
CCOc1ccccc1C1C(C(N)=O)=C(C)Nc2nc(CCCO)nn21 (stereo unspecified)	27	36
O=C(c1ccco1)N1CCN(c2cccc(Cl)c2)CC1	-30	25
Cn1cccc1Cc1nnc(SCC(=O)NCc2ccccc2)n1-c1ccc(F)cc1	-131	112
COc1ccc(OC)c(C2C3CN(C(C)C)CC=C3C(C#N)=C(N)C2(C#N)C#N)c1 (stereo unspecified)	34	28
CC(=O)CC(=O)NC(=NC1CCCCC1)Nc1nc(C)cc(C)n1	-50	31
CC1CC(C)CN(c2ncc3c(n2)CC(c2ccccc2)CC3=O)C1 (stereo unspecified)	-4	40
CCOc1ccccc1C(=O)NCc1ccc2c(c1)OCO2	32	11
COc1ccc(NC(C)=O)cc1NC(=O)CSc1nnc(-c2ccccn2)n1C	-10	40
COc1cccc(N2CCN(C(=O)NC3CCCCC3)CC2)c1	36	12
CCCCCOc1ccc(C(=O)NCC(=O)NCC(=O)OCC)cc1	42	20
Cn1c(=O)c2c(nc(SCC(=O)NCc3ccc4c(c3)OCO4)n2Cc2ccc(Cl)cc2)n(C)c1=O	81*	3.7*
CC1(C)OC(=O)C(=CNc2ccccc2)C(=O)O1	23	15
O=C1COc2ccc(C(=O)NCc3ccc4c(c3)OCO4)cc2N1	-39	28
O=C(OCC(=O)N(C1CCCCC1)C1CCCCC1)c1ccco1	18	17
N#Cc1cn(CCOc2ccc(F)cc2)c2ccccc12	43	9.9
CCOc1ccccc1N1CCN(C2=C(NS(=O)(=O)c3cccs3)C(=O)c3ccccc3C2=O)CC1	-12	23
